ST2 inh: inhibitors of human ST2 (IL1RL1) binding to IL-33, primary screen, biochemical, AlphaLISA | AlphaLISA ST2-Fc/biotin-IL-33 interaction, 1 h | AID 1259354, 2018 | Interleukin-1 receptor-like 1 (Homo sapiens), Q01638 | 78,000 compounds, 2.3% hits | inhibition, % for hits at 17 µM; in the data active = inhibition above about 30%; inconclusive = mostly about 10% to 28%
Target sequence (Q01638 whole entry, looked up): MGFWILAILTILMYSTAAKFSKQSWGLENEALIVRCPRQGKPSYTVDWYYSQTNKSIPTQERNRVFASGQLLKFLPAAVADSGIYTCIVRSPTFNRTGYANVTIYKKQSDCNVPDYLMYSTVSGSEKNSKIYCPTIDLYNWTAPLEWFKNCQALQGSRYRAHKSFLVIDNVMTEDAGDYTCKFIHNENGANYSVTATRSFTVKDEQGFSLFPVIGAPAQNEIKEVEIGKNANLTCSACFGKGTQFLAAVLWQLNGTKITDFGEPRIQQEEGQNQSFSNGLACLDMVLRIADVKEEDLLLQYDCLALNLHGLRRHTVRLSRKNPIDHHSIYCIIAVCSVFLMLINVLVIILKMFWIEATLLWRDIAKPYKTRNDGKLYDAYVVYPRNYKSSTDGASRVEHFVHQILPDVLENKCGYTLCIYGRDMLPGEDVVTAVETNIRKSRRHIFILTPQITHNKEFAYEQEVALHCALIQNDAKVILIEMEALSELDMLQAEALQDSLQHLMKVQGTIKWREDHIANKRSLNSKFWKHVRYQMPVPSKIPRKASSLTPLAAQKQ
* hit, by the source's call; i = inactive; ? = inconclusive. The list is partial; rates above refer to the full screens.

SMILES | ST2 inh
O=C(N[C@H]1CCCC[C@@H]1O)c1ccc(CSc2ncccn2)o1 | i
COc1ccc(OCc2nc(C#N)c(NCc3cccnc3)o2)cc1 | ?
N#Cc1cc2c(=O)n3ccccc3nc2n(Cc2ccccc2)c1=N | i
O=C(Nc1cccc(-c2nc3cc(Cl)ccc3o2)c1)c1cc2ccccc2oc1=O | i
Cc1ccc2c(c1)N(C(C)C(=O)NC1CC1)C(=O)CO2 (stereo not given) | i
CCCN(C(=O)CC1CCS(=O)(=O)C1)C1CCCC1 (stereo not given) | ?
Cc1cc(C)n(C)c(=O)c1C(=O)NCc1cccnc1Oc1ccccc1F | ?
Cc1cc(Cl)c(C(=O)Nc2ccc(F)cc2)c(Cl)n1 | ?
COc1ccc(NC(=O)c2noc3c2CCc2ccccc2-3)cc1OC | i
Cc1ccc(S(=O)(=O)c2nc(C)oc2NCc2ccco2)cc1 | ?
CN(Cc1nc2c(s1)CCCC2)CC1CCN(CCc2ccc(F)cc2)CC1 | i
Cc1ccsc1[C@@H]1CCN(C(=O)c2ccccc2-n2cccn2)C[C@H]1O | ?
CC(C)C(C(=O)Nc1ccc([N+](=O)[O-])cc1)N1C(=O)c2ccccc2C1=O (stereo not given) | i
CC(=O)N(CN1C(=O)c2cc(Cl)c(Cl)cc2C1=O)c1cccc(C)c1 | ?
COc1ccc(Cl)cc1NC(=O)C(NS(=O)(=O)c1cccs1)C(C)C (stereo not given) | i
CCCOCCOC(=O)C1=C(C)NC2=C(C(=O)C(C(=O)OC)C(C)C2)C1c1ccc(C)o1 (stereo not given) | i
CC(=O)N1CCN=C1SCc1ccc(C)cc1 | i
COc1ccc(OC)c(NS(=O)(=O)c2c(C)noc2C)c1 | i
Cc1nc(SCC(N)=O)c(C#N)c(C)c1C | i
CCc1c(C)sc(NC(=O)c2noc3c2CC(C(C)(C)C)CC3)c1C#N (stereo not given) | i
CC(C)Cn1cc(C(=O)NCc2ccc3c(c2)OCO3)c2c3ccccc3n(C)c2c1=O | i
CS(=O)(=O)N1CCN(S(=O)(=O)c2ccccc2)C[C@H]1C(=O)N[C@@H](CC1CCCCC1)C(N)=O | i
CCOc1cc(OCC)cc(C(=O)Nc2cccc(-c3nc4ncccc4o3)c2)c1 | i
COCCOc1cc(C)c2c(c1C)C[C@H]([C@H](C)C(=O)N1CCOCC1)CC2 | i
Cc1ccc(CNC(=O)CN2C(=O)/C(=C/c3ccccc3C)Sc3ccccc32)cc1 | ?
CNS(=O)(=O)c1ccc(Sc2ccc(S(=O)(=O)NC)cc2)cc1 | i
CCNC(=O)N1CC[C@H]2CC(=O)N(CCN3CCNC3=O)CC[C@H]2C1 | i
COc1ccccc1NC1=NC2CS(=O)(=O)CC2S1 (stereo not given) | i
Cc1ccc(Oc2ncnc3sc(C)c(C)c23)cc1 | i
COCCN(Cc1cccs1)C(=O)c1ccncc1Cl | i
CC1(C)CC(=O)C(C(C2=C(O)CC(C)(C)CC2=O)c2cccnc2)C(=O)C1 (stereo not given) | i
Cc1ccc2c(C)ccc(O)c2n1 | 31%*
Cc1cc(C)n(CC(O)Cn2c(C)c(C)c3ccccc32)n1 (stereo not given) | i
COc1cccc(C2CC(c3ccc(F)cc3)n3ncnc3N2)c1 (stereo not given) | i
O=C1CC(NCc2ccc3c(c2)OCO3)C(=O)N1c1ccccc1 (stereo not given) | i
O=C(CN1C(=O)c2ccccc2S1(=O)=O)NC(NC1CCCC1)C(Cl)(Cl)Cl (stereo not given) | i
COC1(NS(=O)(=O)c2ccc(C)cc2)C(C)=CC(=O)C=C1C | i
CCOC(=O)CCNC(=O)N1CCCC1c1nc2ccc(F)cc2[nH]1 (stereo not given) | i
Cc1ccc(C2(O)CCN(Cc3cccc(Oc4ccccc4)c3)CC2)nc1 | ?
COc1ccccc1CNC(=O)COc1ccc(C(C)C)cc1 | i
COc1ccc(NC2(c3ccccc3)OC(=O)c3ccccc32)cc1 (stereo not given) | i
Cc1[nH]c2ccccc2c1C(C[N+](=O)[O-])c1ccc2c(c1)OCO2 (stereo not given) | ?
CCn1ncnc1C(C)NCC(=O)NCc1ccccc1F (stereo not given) | i
CCCCSc1nnc2c(n1)OC(c1ccc(C)o1)N(C(C)=O)c1ccccc1-2 (stereo not given) | i
CC(C)(C)c1ccc(-c2cc(C[C@H]3CNCC[C@H]3CC(=O)NCc3ccccc3)no2)cc1 | i
O=C(CN1CCN(Cc2ccc(Cl)cc2)S1(=O)=O)Nc1ccccc1 | i
CC1CN(CCO)Cc2ccc(Cl)cc21 (stereo not given) | i
O=C(c1cccc2ccccc12)C1CCCN(C(=O)c2ccc[n+]([O-])c2)C1 (stereo not given) | i
NS(=O)(=O)c1ccccc1Cl | i
Cc1cc(C)nc(CCNC(=O)c2cc(COc3ccc4c(c3)CCCC4)on2)n1 | ?
Cc1ccn2cc(C(=O)N3CCOC(CCCC(C)C)C3)nc2c1 (stereo not given) | i
COCCOc1ccc(C(=O)N[C@@H]2CN(C(=O)Nc3ccc(OC(F)(F)F)cc3)CCC[C@H]2O)cc1 | ?
Cc1ccc(C)c(OCC(=O)Nc2ccc(S(N)(=O)=O)cc2)c1C | i
c1ccc(-n2nnnc2CN2CCOCC2)cc1 | i
O=C(CCCn1c(=O)c2sccc2n(Cc2ccc(F)cc2Cl)c1=O)NCc1ccco1 | ?
NC(=O)c1ccc(SCC(=O)O)c([N+](=O)[O-])c1 | i
Cc1ccc(C#N)c(SCC(=O)c2ccc(Cl)cc2)n1 | ?
COC(=O)Cn1c(SCc2ccccc2)nc2ccccc21 | i
O=C(CN1N=NC2C(=O)N(c3ccccc3)C(=O)C21)Nc1ccc(Cl)cc1Cl (stereo not given) | i
CCOCCCNC(=O)C1c2c(n(C)c3ccccc23)SCC(=O)N1Cc1cccnc1 (stereo not given) | i

By substructure: the entries above containing two or more sulfur atoms.
SMILES | ST2 inh
COc1ccc(Cl)cc1NC(=O)C(NS(=O)(=O)c1cccs1)C(C)C (stereo not given) | i
CS(=O)(=O)N1CCN(S(=O)(=O)c2ccccc2)C[C@H]1C(=O)N[C@@H](CC1CCCCC1)C(N)=O | i
CNS(=O)(=O)c1ccc(Sc2ccc(S(=O)(=O)NC)cc2)cc1 | i
COc1ccccc1NC1=NC2CS(=O)(=O)CC2S1 (stereo not given) | i

Continuation.
SMILES | ST2 inh
CCCCN(Cc1ccccc1)S(=O)(=O)c1cc(Br)cc2c1N(C(C)=O)C(C)C2 (stereo not given) | i
O=c1[nH]c(SCc2ccccc2Cl)nc2c1cnn2-c1ccc(F)cc1 | i
O=C(CCCn1c2ccccc2c(=O)c2ccccc21)Nc1cccc(F)c1 | ?
O=C1CSC(c2ccc(Cl)cc2)N1c1cccc(F)c1 (stereo not given) | i
O[C@@H]1C[C@@H](c2nc(Cc3ccc(F)cc3Cl)no2)N(Cc2cccs2)C1 | ?
Cc1ccccc1NCN1C(=O)c2ccc(Br)cc2C1=O | i
CCCCn1cnc2cc(NCc3cccc(OC)c3O)ccc21 | i
CCN(CC)S(=O)(=O)c1ccc(NC(=O)COc2ccc([N+](=O)[O-])cc2)cc1 | i
Cn1c(=O)cc(SCC(=O)Nc2ccc3c(c2)OCCO3)c2ccccc21 | i
COc1cc2c(cc1OC)C(C(=O)NCCC1=CCCCC1)C1c3ccccc3CCN1C2=O (stereo not given) | ?
O=C(Nc1ccc(F)cc1)Nc1nnc(/C=C/c2ccccc2Cl)s1 | i
COc1ccc(C(=O)N2C[C@@H]3C[C@H](C2)c2c(NS(=O)(=O)c4ccc(C)cc4)ccc(=O)n2C3)cc1 | i
CCOc1ccc(N2COc3ccc(OCC)cc3C2)cc1 | i
Cc1ccc(NC(=O)CCCC(=O)O)nc1 | i
CC(C)C(NS(=O)(=O)c1ccc2c(c1)oc(=O)n2C)C(=O)NCCc1ccccc1 (stereo not given) | ?
C#CCN1C(=O)C(O)(CC(=O)c2cccc(Br)c2)c2ccccc21 (stereo not given) | i
COC(=O)c1ccc(Cc2ccc(C(=O)OC)o2)o1 | ?
CC(=O)N(c1ccc(C)cc1)C1CC(=O)N(c2ccc(C)cc2)C1=O (stereo not given) | ?
O=C1CC(c2cccs2)CC2=C1C(c1coc3ccc(Cl)cc3c1=O)Nc1ccccc1N2 (stereo not given) | ?
CCCc1nc2nc[nH]n2c(=O)c1NC(=O)Nc1ccc(F)cc1F | i
CN1CCN(C(=O)CN2C(=O)S/C(=C/c3ccccc3)C2=O)CC1 | i
Cc1c(N2CCCC2)ccc2c1NC(=O)CC2c1cc(C#CCO)cs1 (stereo not given) | ?
Oc1ccccc1-c1nc2sccn2c1Nc1ccc2c(c1)OCCO2 | ?
CC(=O)C1=NN(c2cccc(Cl)c2)C2C(=O)N(c3ccc(C)cc3)C(=O)C12 (stereo not given) | i
CO[C@H]1[C@H](NC(=O)c2ccco2)c2ccccc2C12CCN(Cc1cc3ccccc3s1)CC2 | ?
CCc1nnc(NC(=O)c2ccc(S(=O)(=O)N(CC)c3ccccc3)cc2)o1 | ?
CCOc1ccc(C2CC(c3ccc(CC)cc3)n3nc(N)nc3N2)cc1 (stereo not given) | ?
Cc1nc(SCC(=O)Nc2ccc(Cl)c(Cl)c2)[nH]c(=O)c1Cc1ccccc1 | i
Cc1cc(Sc2ccccc2NC(=O)Nc2cccc(F)c2)n2ncnc2n1 | i
O=C(NC1CCCCC1NC(=O)c1ccccc1Cl)c1ccccc1Cl (stereo not given) | i
CCN(CCN(C)C)Cc1ccc(Cl)cc1 | i
CCc1ccccc1NC(=O)C(C)N(c1ccccc1)S(C)(=O)=O (stereo not given) | i
C=CCN(CC=C)C(=O)Nc1ccc2nsnc2c1 | i
COc1ccc(C)cc1NC(=O)CN(C)S(=O)(=O)c1ccc(Cl)cc1 | i
NC(=O)CC1C(=O)NCCN1Cc1ccccc1C(F)(F)F (stereo not given) | i
COc1ccc(F)c(CN2CCCC3(CCN(C(=O)c4cc5ccccc5[nH]4)C3)C2)c1 (stereo not given) | i
CC1(C2CCC(=O)O2)CC(=O)c2c(O)cc(CO)cc2O1 (stereo not given) | 30%*
CC(=O)N1CCCn2nc(C(=O)NC(C)(C)CNc3cccc(Cl)c3)cc2C1 | i
COc1ccc(C(=O)Nc2c(C)ccc3nsnc23)cc1OC | i
COc1ccc(NC2CCCN(C(=O)COc3ccc(Cl)cc3C)C2)cc1OC (stereo not given) | i
COCCCNC(=O)c1cn(C)c(=O)c2c1c1ccccc1n2C | i
CCNc1nc(NCC)nc(Oc2ccc(OCC)nn2)n1 | i
NC(=O)CSc1nc2c(sc3ccccc32)c(=O)n1-c1ccccc1 | i
C#CCN(Cc1ccco1)C(=O)c1ccccc1N1CCOCC1 | ?
CC(C)OCCCNC(=O)c1cc(=O)[nH]c2ccc(S(=O)(=O)N3CCCCC3)cc12 | i
COc1ccc(Cl)cc1C(=O)Nc1ccc(Nc2nc(C)cc(Nc3ccccc3)n2)cc1 | i
CC(=O)c1cccc(N2CN=c3s/c(=C\c4cccnc4)c(=O)n3C2)c1 | i
CCCN(C(=O)Cc1c(C(=O)O)[nH]c2ccccc12)c1ccc(F)cc1 | i
O=S(=O)(Nc1ccccn1)c1ccc(N=Cc2ccccc2OCc2ccccc2)cc1 | i
COc1cc(NC(=O)Cc2ccccc2OC)cc(OC)c1 | i
CC(=O)N(CC1=CCCN(C(C)C(N)=O)C1)C1CCCCC1 (stereo not given) | i
O=C1NC(=Nc2ccccc2)SC1Cc1ccc(Cl)cc1 (stereo not given) | ?
CCOC(=O)C1(CCOc2ccccc2)CCN(CC2=Cc3cccc(OC)c3OC2)CC1 | ?
CC1=NN(c2ccc(Cl)cc2Cl)C(=O)/C1=C\c1ccc(Cl)cc1 | ?
CC(C)(C)CN1CC[C@H](c2nnc(-c3ccncc3)o2)C1 | i
COc1ccccc1N1CCN(C(=O)CSc2ccc(C)cc2)CC1 | ?
Cc1ccccc1C(=O)N1CCC(C(=O)NCc2cnn3ccccc23)CC1 | i
O=C(c1cn(C2CCNCC2)nn1)N1C[C@@H]2C[C@H](C1)[C@@H]1CCCC(=O)N1C2 | i
Cn1cnnc1SCC(=O)Nc1ccc(Cl)cc1F | i
CC1(C)Cc2ccccc2C(Nc2ccc(S(N)(=O)=O)cc2)=N1 | i

Reprinted at random: 7 entries already listed, in no set order.
SMILES | ST2 inh
Cc1ccc2c(c1)N(C(C)C(=O)NC1CC1)C(=O)CO2 (stereo not given) | i
Cc1nc(SCC(=O)Nc2ccc(Cl)c(Cl)c2)[nH]c(=O)c1Cc1ccccc1 | i
COCCOc1ccc(C(=O)N[C@@H]2CN(C(=O)Nc3ccc(OC(F)(F)F)cc3)CCC[C@H]2O)cc1 | ?
O=S(=O)(Nc1ccccn1)c1ccc(N=Cc2ccccc2OCc2ccccc2)cc1 | i
COc1ccc(Cl)cc1C(=O)Nc1ccc(Nc2nc(C)cc(Nc3ccccc3)n2)cc1 | i
COc1cc(NC(=O)Cc2ccccc2OC)cc(OC)c1 | i
c1ccc(-n2nnnc2CN2CCOCC2)cc1 | i

The list continues:
SMILES | ST2 inh
c1ccc(Cn2cc(CNC3CSCCSC3)cn2)cc1 | i
CCN(Cc1ccccc1)C(=O)CN1C(=O)CCc2cc(S(=O)(=O)N3CCCC3)ccc21 | i
COc1ccc(C2C(=C(O)c3ccc([N+](=O)[O-])cc3)C(=O)C(=O)N2CCO)c(OC)c1 (stereo not given) | i
COCc1nnc(NC(=O)c2ccc(S(=O)(=O)N(C)c3ccccc3)cc2)o1 | ?
COCCOC(=O)c1c(C)oc2ccc(NS(=O)(=O)c3ccc4ccccc4c3)cc12 | i
CC(NS(=O)(=O)c1ccc(F)cc1)C(c1cccs1)N1CCOCC1 (stereo not given) | ?
O=C(CSc1nc2c(c(=O)n1-c1ccccc1)SCC2)Nc1ccc(F)cc1F | ?
CC#CCN(Cc1ccco1)Cc1cn[nH]c1-c1ccc(OC)cc1F | i
NC(=O)c1ccc(NC(=O)C2CCN(C(=O)Cc3ccccc3)CC2)cc1 | i

Quoted from the results shown, five compounds:
SMILES | ST2 inh
CCN(Cc1ccccc1)C(=O)CN1C(=O)CCc2cc(S(=O)(=O)N3CCCC3)ccc21 | i
COc1ccc(C2C(=C(O)c3ccc([N+](=O)[O-])cc3)C(=O)C(=O)N2CCO)c(OC)c1 (stereo not given) | i
COCc1nnc(NC(=O)c2ccc(S(=O)(=O)N(C)c3ccccc3)cc2)o1 | ?
COCCOC(=O)c1c(C)oc2ccc(NS(=O)(=O)c3ccc4ccccc4c3)cc12 | i
CC(NS(=O)(=O)c1ccc(F)cc1)C(c1cccs1)N1CCOCC1 (stereo not given) | ?

Screens (PubChem)
